# High-throughput results (PubChem BioAssay)
# AmpC no deterg: qHTS Inhibitors of AmpC Beta-Lactamase (assay without detergent) | AmpC nitrocefin hydrolysis, absorbance 480 nm, 0.0001% Triton | Potency, µM (highest dose often 57.1 µM), inactives show at the highest dose activity change, negative = inhibition, actives largely listed as inhibitors | 0.52% of 330,000 active | AID 485341, 2010;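 further: potency means the concentration at half of the fitted maximal effect; plate controls were no compound for no effect and no enzyme for full effect; nearly all actives have a fitted effect of over 20% in size; some results filed as inactive show a strong effect at the top dose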
# Target sequence (P00811 whole entry, looked up): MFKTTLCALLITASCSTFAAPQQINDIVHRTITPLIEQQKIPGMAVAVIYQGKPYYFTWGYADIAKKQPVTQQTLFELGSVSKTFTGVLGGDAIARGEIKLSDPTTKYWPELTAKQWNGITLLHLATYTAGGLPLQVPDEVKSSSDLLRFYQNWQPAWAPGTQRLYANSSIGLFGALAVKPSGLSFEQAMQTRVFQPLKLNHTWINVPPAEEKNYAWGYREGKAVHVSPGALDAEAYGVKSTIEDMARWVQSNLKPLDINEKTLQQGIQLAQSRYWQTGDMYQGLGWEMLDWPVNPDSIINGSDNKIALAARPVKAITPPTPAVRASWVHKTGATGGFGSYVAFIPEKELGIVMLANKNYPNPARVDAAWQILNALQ
#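 AmpC (5.3 nM in the dispensed reagent) in 20 mM phosphate pH 7.0 with 0.01% (detergent screen) or 0.0001% Triton X-100 was preincubated with compounds for 15 min at room temperature. Nitrocefin was then added from an 800 uM solution, and hydrolysis was followed at 480 nm.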
# HCMV antiviral: qHTS Assay for inhibitors of the human cytomegalovirus (HCMV) | activity change, negative = inhibition, % at 57.5 µM | HFF cells, HCMV-luciferase reporter, 72 h; stronger effect = lower value | 4.5% of 410,000 active; in the data active means activity change below about -60%; inconclusive means no clear call, values can overlap the other calls; inactive means above about -39%
#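 After 16 h attachment at 37C, HFF cells received test compound and HCMV-luciferase (1 PFU/cell); reporter luminescence read 72 h later, data normalized against buffer-only and known inhibitor Salinomycin.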
# HCV inh: qHTS Assay for Inhibitors of Hepatitis C Virus (HCV); Huh7.5.1 HCVcc-Cre infection, luciferase reporter, 44 h; Potency, µM (top dose mostly 41.8 µM), inactives show at the highest dose activity change, negative = inhibition, hits mostly inhibitors; 3.4% of 340,000 active; AID 651820, 2012; further: potency means the concentration at half of the fitted maximal effect
#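 Cells (1,000/well) were plated 4 h before compound, then infected with HCVcc-Cre virus (~0.5 moi). After 44 h further culture, infection was read as luciferase luminescence following a 15 min substrate incubation at room temperature.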
# Giardia FBPA inh: qHTS Assay for Inhibitors of Fructose-1,6-bisphosphate Aldolase from Giardia Lamblia | A8B2U2 | purified Giardia FBPA | Potency, µM (series often up to 59.6 µM), for the others: at the top dose activity, negative = inhibition, most hits filed as inhibitors | 0.71% of 290,000 active | AID 2451, 2010; further: potency means the concentration at half of the fitted maximal effect; nearly all actives have a fitted effect of over 55% in size
# Target sequence (A8B2U2 whole entry, looked up): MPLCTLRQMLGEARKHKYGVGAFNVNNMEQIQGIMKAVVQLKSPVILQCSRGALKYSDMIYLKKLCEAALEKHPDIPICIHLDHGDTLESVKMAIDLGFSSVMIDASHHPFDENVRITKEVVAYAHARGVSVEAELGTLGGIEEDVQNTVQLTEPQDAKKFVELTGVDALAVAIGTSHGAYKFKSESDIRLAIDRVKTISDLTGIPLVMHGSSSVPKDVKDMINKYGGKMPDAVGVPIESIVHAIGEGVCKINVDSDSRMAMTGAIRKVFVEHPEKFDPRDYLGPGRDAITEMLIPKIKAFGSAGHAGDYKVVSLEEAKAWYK
#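 Giardia FBPA (40 nM reagent) was preincubated 10 min at RT with compound (up to 57.5 uM final), then substrate plus GAPDH/TPI/NAD/arsenate coupling system with diaphorase/resazurin was added; resorufin fluorescence (525/598 nm) was read after 20 min.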
# Sm TGR block: qHTS Assay for the Inhibitors of Schistosoma Mansoni Peroxiredoxins; Schistosoma mansoni thioredoxin glutathione reductase (TGR), Q962Y6; purified TGR, DTNB reduction, TNB absorbance 405 nm; Potency, µM (series often up to 114 µM), for inactives: top-dose activity change, negative = inhibition, most hits filed as inhibitors; 3% of 360,000 active; AID 485364, 2010; further: potency means the concentration at half of the fitted maximal effect; nearly all actives have a fitted effect of over 60% in size
#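 First, TGR (20 nM dispensed) and NADPH were mixed with compound. Second, a 15 min room-temperature incubation followed. Third, further NADPH and then DTNB were added to start the reaction. Finally, TNB absorbance was monitored kinetically.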
# AmpC detergent: qHTS Inhibitors of AmpC Beta-Lactamase (assay with detergent); 0.041% of 370,000 active; P00811; Potency, µM (series often up to 114 µM), for inactives: top-dose activity change, negative = inhibition, hits mostly inhibitors; AmpC hydrolysis of nitrocefin, absorbance 480 nm, 0.01% Triton;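 further: potency means the concentration at half of the fitted maximal effect; 0% = no-compound wells and -100% = no-enzyme wells; nearly all actives have a fitted effect of over 25% in size; some results filed as inactive show a strong effect at the top dose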
#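 20 mM phosphate pH 7.0 + 0.01% (detergent screen) or 0.0001% Triton X-100; 5.3 nM AmpC reagent; cpd preinc 15 min RT; nitrocefin (800 uM stock) to start; A480 q20 s × 4 min; Activity was normalised to no-enzyme and no-compound control wells.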
# Numbers without * were called inactive; u = inconclusive; x = no result given; & = joins results of further samples; [ ] = dose if it differs, or a comment. Unless noted, the call rests on the fitted dose curve; in most records, active means well fitted curve in the direction sought with a large enough effect; inconclusive means small, poorly fitted or top-dose-only effect, or another doubt; inactive means no such curve, though single readings can be large; an effect the other way counts as inactive or inconclusive. Unless noted, on the % scale 0 is the no-effect control and ±100 the full control effect.
molecule,AmpC no deterg,HCMV antiviral,HCV inh,Giardia FBPA inh,Sm TGR block,AmpC detergent
CC12C=CC3(CN(Cc4ccccc4)C(=O)C3C1C(=O)NC1CC1)O2 (stereo not drawn),-4%,7,1%,4%,13%,-4%
Cc1ccc(NC(=O)C2C(C(=O)O)C3C=CC2C32CC2)cc1 (stereo not drawn),-16%,26,5%,3%,-12%,2%
COc1cccc(OC)c1OCC(O)CN1CCN(c2ccccc2)CC1 (stereo not drawn),4%,-15,-5%,-13%,8%,u
O=S(=O)(Nc1nc(SCc2ccc(Cl)cc2)n[nH]1)c1ccccc1,-24%,31,-27%,-5%,30%,4%
COc1ccc(CNC(=O)C(c2ccccc2F)N(C(=O)c2csnn2)C2CC2)cc1 (stereo not drawn),7%,-5,-7%,6%,-10%,-14%
O=C(Nc1nn[nH]n1)c1cc(-c2ccc(Cl)c(Cl)c2Cl)nc2ccccc12,-4%,13,5%,0%,1%,-5%
COc1ccc(NS(=O)(=O)c2cc(N)ccc2N2CCOCC2)cc1,-27%,92,-4%,8%,1%,u
CCC(NC(=O)c1ccccc1NC(=O)c1ccccc1)C(=O)NNC(=O)c1cccnc1 (stereo not drawn),-2%,8,-10%,3%,5%,6%
CC1CCN(C(=O)c2[nH]cnc2C(=O)Nc2nccs2)CC1,2%,4,-9%[8.37 µM],x,28µM*,4%
O=C(Nc1cccc2nsnc12)c1ccc2c(c1)OCCO2,-28%,u,0%,-17%,4%,3%
CCc1ccccc1NC(=O)Cn1c(C(=O)OC)cc2oc(C)cc21,x,-3,x,x,-15%,-4%
COCCn1nnnc1CN(CCc1ccc(OC)c(OC)c1)Cc1cc2ccc(C)cc2[nH]c1=O,88%[activator],5,-15%,-5%,-6%[11.4 µM],-12%
Cc1nc2scc(C)n2c(=O)c1S(=O)(=O)NCc1ccccc1Cl,22%,-36&-3,7%,x,-1%&20%,-3%&5%
Cc1ccc(S(=O)(=O)N2CCCC2C(=O)NCc2ccccc2F)cc1 (stereo not drawn),26%,-9,12%,16%,0%,-9%
COC(=O)C1=C(C)NC(=O)NC1c1ccc(-c2ccc(Cl)cc2)o1 (stereo not drawn),-17%,u,8.9µM*,6%,14µM*,-6%
CSc1nc2ccc(S(=O)(=O)Nc3c(C)n(C)n(-c4ccccc4)c3=O)cc2s1,-5%,5,-1%,0%,8%,-11%
CCn1cc(C(=O)N[C@H](C(=O)NCCCN2CCOCC2)C(C)C)c(=O)c2cc3c(cc21)OCO3,-2%,-1,23%,0%,0%,-4%
COc1ccc(CC(=O)O/N=C(\N)Cc2ccc(OC)cc2)cc1,-11%,5,6%,x,-10%,-10%
CCOc1ccccc1NC(=O)N1CCCC1C(=O)Nc1ccc(NC(C)=O)cc1 (stereo not drawn),-3%,-2,-9%,4%,-3%,-9%
COC(=O)CN1C(=O)COc2ccc(S(=O)(=O)NCc3ccc(F)cc3)cc21,4%,-31,1%,3%,-1%,3%
COC(=O)c1ccc(COc2cc([N+](=O)[O-])cc3cccnc23)o1,-15%,u,2%,-9%,-8%,-13%
O/N=C/c1ccnc(SCc2ccccc2)n1,-28%,33,3%,0%,3%,0%
O=C(NCc1cccnc1)c1cnc2sccn2c1=O,-10%,-35,4%,6%,4%,-9%
Cc1cccc(C(=O)Nc2ccc(N3CCN(c4ccc(F)cc4)CC3)c(C(=O)O)c2)c1,x,5,x,x,3%,8%
CCOC(=O)N1CCc2[nH]c3ccc(C)cc3c2C1,24%,-15,u,9%,6%,4%
CCN(CC)C(=O)C(=O)c1cn(CCOc2ccccc2)c2ccccc12,106%[activator],u,-14%,-3%,25%,0%
Cc1ccc(S(=O)(=O)N2CCCCC2)cc1NC(=O)CN1C(=O)CN(C)C1=O,4%,-11,-10%,1%,-25%,-7%
O=C(NC(=S)Nc1ccc(S(=O)(=O)N2CCCC2)cc1)C1CCC1,-24%,-3,5%,2%,u,-14%
O=C(NCC(=O)N1CCCCCCC1)c1ccc(Cl)cc1,-1%,0,13%,x,21%,9%
O=C(O)CC(CC(=O)Nc1ccc(N2CCOCC2)cc1)c1ccccc1 (stereo not drawn),-20%,28,15%,4%,4%,2%

# The final 6 compounds of the section before come first, to join the parts:
molecule,AmpC no deterg,HCMV antiviral,HCV inh,Giardia FBPA inh,Sm TGR block,AmpC detergent
CCOC(=O)N1CCc2[nH]c3ccc(C)cc3c2C1,24%,-15,u,9%,6%,4%
CCN(CC)C(=O)C(=O)c1cn(CCOc2ccccc2)c2ccccc12,106%[activator],u,-14%,-3%,25%,0%
Cc1ccc(S(=O)(=O)N2CCCCC2)cc1NC(=O)CN1C(=O)CN(C)C1=O,4%,-11,-10%,1%,-25%,-7%
O=C(NC(=S)Nc1ccc(S(=O)(=O)N2CCCC2)cc1)C1CCC1,-24%,-3,5%,2%,u,-14%
O=C(NCC(=O)N1CCCCCCC1)c1ccc(Cl)cc1,-1%,0,13%,x,21%,9%
O=C(O)CC(CC(=O)Nc1ccc(N2CCOCC2)cc1)c1ccccc1 (stereo not drawn),-20%,28,15%,4%,4%,2%
COc1cccc(OC)c1OCCCCCCN1CCN(C)CC1,-3%,44,-18%,-18%,0%,3%
CCOC(=O)c1c(NC(=O)c2ccc(S(=O)(=O)N(C)C)cc2)sc2c1CCN(C)C2,x,u,x,x,-11%,-3%
Cc1cc(C(=O)OC(C)C(=O)Nc2nc(-c3ccccc3)cs2)c(C)o1 (stereo not drawn),-26%,-8,u,3%,6%,3%
CC1Oc2ccccc2OC1C(=O)Nc1nccs1 (stereo not drawn),-9%,120,11%,x,2%,7%
CCc1ccc(/C=C2/Sc3ccccc3N(CC(=O)NCC3CCCO3)C2=O)cc1 (stereo not drawn),138%[activator],11,10µM*,-13%,-16%,u
O=C1OC2(CCCCC2)CC2=C1C1O[C@](c3ccsc3)(Cc3ccccc31)O2,-52%[11.4 µM],x,x,9%[12.9 µM],u,u
CCN(CC)CCNCc1ccc(Br)cc1OCC(=O)NCc1ccccc1,-5%,u,u,-7%,-17%,-2%
Cc1cccc(NC(=O)c2cnn(-c3ccc(F)cc3)c2C2CCNCC2)c1C,-19%,9,2%,-7%,2%,2%
COc1ccccc1-n1c(O)c(C=NCc2ccccn2)c2ccccc2c1=O,48%,-23,-9%,1%,-2%,-5%
COC(=O)Cc1ccc(NC(=O)c2ccc(C(C)(C)C)cc2)cc1,-6%,-93*,2.5µM*,-10%,9%,0%
Cc1cc(C)nc(SCC(=O)N/N=C\c2sccc2C)n1,-27%,-30,-6%,-8%,3%,-2%
O=C(Nn1c(Cc2cccs2)nc2ccccc2c1=O)c1ccc(F)c(F)c1,-29%,24,17%,5%,-1%,2%
CCCCc1c(C)nn(-c2nnc3c4ccccc4n(C)c3n2)c1C,44%,28,u,9%,u,1%
O=C(COc1ccc(Cl)cc1)Nc1ccc(NC(=O)c2ccco2)cc1,-12%,x,-6%,-2%,-3%,-13%
Cc1ccc(Nc2cc(C)nc3ncnn23)c(Cl)c1,-6%,20,-1%,-1%,-8%,-5%
CN(CC(=O)Nc1cccc(F)c1)C(=O)CNS(=O)(=O)c1ccc(N(C)C)c([N+](=O)[O-])c1,-27%,-13,1%,x,-12%,u
O=C(c1cccc2ccccc12)N1CCN=C1SCc1ccc([N+](=O)[O-])cc1,-16%,-33,14%,0%,-12%,-10%
Cc1cc(C(F)F)n2ncc(C(=O)N3CCc4ccccc4C3)c2n1,-2%,-14,u,3%,-9%,u
Cc1ccc(C(=O)Nc2cccnc2Cl)cc1Cl,1%,120,-6%,13%,7%,-4%
Cc1nnc2ccc(-c3cccc(NS(=O)(=O)c4ccccc4[N+](=O)[O-])c3)nn12,-4%,9,-8%,x,7%,-3%
CC(C)CCN(C(=O)c1cc(=O)[nH]c2ccccc12)c1c(N)n(Cc2ccccc2)c(=O)[nH]c1=O,1%,0,11%,x,-12%,8%
CN=c1c([N+](=O)[O-])nn(-c2ccc3c(c2)OCCO3)n1O,11%,u,u,-14%,-11%,0%
COC(=O)Cc1c(O)ccn(Cc2ccccc2OC)c1=O,-19%,16,7%,-8%,5%,u
COc1cccc(C(=O)Nc2ccc(-c3nnc(-c4ccco4)o3)cc2)c1,108%[activator],-39,-19%,0%,-1%,-1%
COc1ccc(C2C(C#N)=C(N)Oc3n[nH]c(C)c32)cc1Cn1nc(C)c([N+](=O)[O-])c1C (stereo not drawn),-10%,-31,u,-9%,-4%,3%
COc1ccccc1CNS(=O)(=O)c1ccc(-c2cc(C)no2)cc1,-26%,-60*,u,x,-6%,-5%
CC(=O)COC(=O)CCc1nc2ccccc2[nH]c1=O,-42%,-14,12%,6%,-1%,4%
NC(=O)C1(N2CCCCC2)CCN(C(=S)Nc2ccc(S(N)(=O)=O)cc2)CC1,-16%,14,11%,7.9µM*,-19%,2%
CN(C)S(=O)(=O)c1cccc(NC(=O)Cc2ccc(-c3ccccc3)cc2)c1,48%,-28,u,x,5%,4%
CCCc1ccc(-c2cc(C(=O)NN3CCOCC3)c3ccccc3n2)cc1,173%[activator],31,u,x,-20%,-5%

# New compounds follow
molecule,AmpC no deterg,HCMV antiviral,HCV inh,Giardia FBPA inh,Sm TGR block,AmpC detergent
Cc1cccc(CNc2ncnc3ccc(-c4ccc5c(c4)OCCO5)cc23)c1,-25%&-34%,-89*,x,x,10%&0%,-13%&3%
CC(C)(C)C1CCc2nc(NC(=O)COc3ccc(F)cc3)sc2C1 (stereo not drawn),x,-14,x,x,7%,5%
CCOc1ccc(C(=O)Nc2c(C(=O)c3ccc(OC)cc3)oc3ccccc23)cc1,x,8,x,x,-5%,22%
CN=C1SC(CC(=O)Nc2ccc(N3CCOCC3)cc2)C(=O)N1C (stereo not drawn),-26%,-7,1%,1%,-9%,-12%
C=Cc1ccc(Cn2c(C)c(CNCCc3cc(OC)ccc3OC)c(C(=O)O)c2C)cc1,x,0,x,x,-13%,-8%
COc1nccnc1NS(=O)(=O)c1ccc(NC(=S)NC(=O)c2cccc(F)c2)cc1,-35%,-30,7%,-17%,45µM*,-5%
Cc1ccc(C(=O)NN(C)c2nc3ccccc3nc2C(F)(F)F)cc1,u,14,u,2%,-5%,2%
O=C(COC(=O)CNC(=O)c1ccc(Br)o1)Nc1ccccc1OC(F)F,-17%,10,10%,-1%,0%,-14%
O=C(c1cccc(C(F)(F)F)c1)C1CCCN(Cc2ccc(OCCO)cc2)C1 (stereo not drawn),46%,u,u,3%,-8%[57.1 µM],u
